# Nrf2 activator: qHTS of Nrf2 Activators | hit rate 0.31% among 410,000 | AREc32 ARE-luciferase reporter (MCF7-derived line), luminescence, 24 h | Potency, µM (series often up to 46.1 µM), inactives show top-dose activation, usual class: activators; note: potency is the fitted concentration of half-maximal effect; % of control where 0% means no effect; nearly all actives have a fitted effect of over 65% in size
#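 Cells of the AREc32 ARE-luciferase line are plated in OPTI-MEM containing 5% FBS and left overnight at 37 deg C. Compounds are pinned in, incubation continues 24 hr, and firefly luciferase signal is then measured.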
# Nrf2 inh: Nrf2 qHTS screen for inhibitors; A549 ARE-Fluc reporter, luciferase luminescence, 18-24 h; Potency, µM (top dose mostly 46 µM), inactives show at the top dose activity change, negative = inhibition, usual class: inhibitors; hit rate 2.1% among 360,000; note: potency is the fitted concentration of half-maximal effect; % is set by controls: 0 for no effect and ±100 for the full control effect; nearly all actives have a fitted effect of over 60% in size
#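 Nrf2 activity is the BugLite luminescence, read 15 min after reagent at room temperature, following CellTiter-Fluor cytotoxicity readout (30 min, 37C). Compound titrations were applied for 18-24 h to 5000 A549 ARE_Fluc cells/well in 5% FBS OPTI-MEM.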
# HepG2 viability: qHTS for Inhibitors of TGF-b: Cytotox Counterscreen; HepG2 CAGA-GFP viability, ATP luminescence, 18 h; Potency, µM (titrated, usually from 46.1 µM), for inactives: top-dose activity change, negative = cytotoxicity, hits mostly cytotoxic; hit rate 0.76% among 410,000; AID 588856, 2011; note: potency is the fitted concentration of half-maximal effect; some results filed as inactive show a strong effect at the top dose
#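 CellTiter-Glo luminescence gave cytotoxicity after 18 hours at 37 degrees C. The cells were HepG2 CAGA-GFP in 1% FBS DMEM, stimulated with 500 pg/mL TGF-beta after compound addition. %Activity was normalised to no-cell wells (complete cell-killing) and DMSO (no toxicity), and curves were fitted and classified.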
# pAkt inh: HTS Assay for Inhibitors of Akt Phophorylation: Primary Screen. Neuro2A IGF-stimulated pAkt S473 HTRF, 20 min; hits give low values. activity change, % for hits at 50 µM. hit rate 0.32% among 360,000. AID 651550, 2012; in the data active = activity change below about -80%; inconclusive = mostly about -51% to -80%; note: % is set by controls: 0 for no effect and ±100 for the full control effect
#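 Single-point screen (50 µM final compound) in Neuro2A cells stimulated 20 min with 6 nM IGF at 37 deg C. After lysis, Ser473-phosphorylated Akt read by HTRF (ex 330 nm, em 615/665 nm) as the 665/615 ratio.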
# MmCpn inh: Inhibitors of TCP-1 ring complex (TRiC) of Methanococcus maripaludis (MmCpn): qHTS; Potency, µM (top dose mostly 76.9 µM), inactives show at the highest dose activity, negative = inhibition, most hits filed as inhibitors; hit rate 0.031% among 330,000; purified Mm-Cpn ATPase, ADP Transcreener TR-FRET; Chaperonin Mm-Cpn (Methanococcus maripaludis); note: potency is the fitted concentration of half-maximal effect; % is set by controls: 0 for no effect and ±100 for the full control effect; nearly all actives have a fitted effect of over 80% in size
#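 Compound-treated chaperonin, 25 nM final, turns over 10 uM ATP at 37°C for 30 min following a 10 min preincubation; ADP generated competes with ADP-d2 for Eu-cryptate antibody, lowering FRET.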
# TGFb inhibitor: qHTS for Inhibitors of TGF-b. hit rate 1.2% among 410,000. HepG2 CAGA-GFP TGF-b/SMAD3 reporter, GFP fluorescence, 18 h; TGF-beta stimulated, 500 pg/mL final. Potency, µM (highest dose often 46.1 µM), without a hit: at the top dose activity, negative = inhibition, hits mostly inhibitors; note: potency is the fitted concentration of half-maximal effect; % is set by controls: 0 for no effect and ±100 for the full control effect; nearly all actives have a fitted effect of over 65% in size
#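 HEPG2 CAGA-GFP cells (1000/well, DMEM with 1% FBS) were pre-incubated 2 h at 37 degrees C, given compound by pin tool, then stimulated with TGF-beta at 500 pg/mL final for 18 h before per-cell GFP fluorescence imaging.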
# CCT modulator: High-Throughput Screening for Modulators of Cytosolic Chaperonin Activity. purified chaperonin ATPase assay, HTRF ADP detection, 30 min. hit rate 0.3% among 360,000. activity change, % (concentration not given with the values), hits read low; in the data active = activity change below about -30%; note: % is set by controls: 0 for no effect and ±100 for the full control effect
#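 We incubate TRiC, 40 or 20 nM final, with library compounds at 76 uM and 10 uM ATP for 30 min at 37 °C. ADP formed is detected with Transcreener HTRF reagents after 30 min at room temperature.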
# A549 viability: Nrf2 qHTS screen for inhibitors: counterscreen for cytotoxicity. A549 ARE-Fluc cells, CellTiter-Fluor viability, 18-24 h. Potency, µM (titrated, usually from 46 µM), without a hit: at the highest dose activity change, negative = cytotoxicity, actives largely listed as inhibitors. AID 504648, 2011. hit rate 0.16% among 390,000; note: potency is the fitted concentration of half-maximal effect; % is set by controls: 0 for no effect and ±100 for the full control effect
#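 Cytotoxicity counterscreen: CellTiter-Fluor fluorescence was measured in A549 ARE_Fluc cells after 18-24 h of compound exposure in a concentration series. The subsequent BugLite luminescent read reports ARE-luciferase activity.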
# Abeta yeast res: qHTS for compounds that reverse cellular toxicity of Amyloid beta (A-beta) peptide in yeast: Primary Screen; hit rate 0.063% among 410,000; Potency, µM (doses to about 46.1 µM), inactives show at the highest dose growth rescue, usual class: activators; AID 1347071, 2019; yeast expressing A-beta42, growth rescue, OD600, 48 h; response scale: 0% DMSO, 100% iron-clioquinol control; note: potency is the fitted concentration of half-maximal effect; nearly all actives have a fitted effect of over 55% in size
#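 Yeast growth medium received pinned compounds, then yeast cells expressing toxic A-beta were added; plates incubated at 30 C for 48 hr. Growth read as absorbance at 600 nm, normalized to DMSO and equimolar FeCl3 plus clioquinol controls.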
# * = called active by the depositor; i = inactive; ? = inconclusive; nt = no result given; [ ] = remark or other dose. Unless noted, calls come from the whole dose curve; as a rule, active = well fitted curve in the direction sought with a large enough effect; inconclusive = small, poorly fitted or top-dose-only effect, or another doubt; inactive = no such curve, though single readings can be large; an effect the other way counts as inactive or inconclusive.
# Values in the order: Nrf2 activator, Nrf2 inh, HepG2 viability, pAkt inh, MmCpn inh, TGFb inhibitor, CCT modulator, A549 viability, Abeta yeast res
> COc1cccc(CNC(=O)c2ccc(OCC(=O)N3CCOCC3)c(OC)c2)c1
 : -0.8%, -7.6%, -5.5%, i, 1.5%, -10.3%, -0.6, 10.6%, 1.4%
> CN1CC(O)(C(O)C(O)C(O)CO)SC1=S (centres undefined)
 : 2.7%, nt, -28.0%, i, nt, 0.2%, -0.5, nt, -10.9%
> COc1ccc(-c2onc(C)c2C)cc1S(=O)(=O)N1CCN(c2cc(C)ccc2C)CC1
 : 0.0%, -15.6%, 7.9%, nt, nt, ?, nt, -3.8%, 6.9%
> CN(Cc1ccc(Cl)c(Cl)c1)C(=O)CN1C(=O)NC2(CCCC2)C1=O
 : 0.2%, -5.7%, -4.5%, i, 1.5%, ?, 1.4, -8.8%, 1.2%
> CC1CCc2c(sc(NC(=O)c3ccc(Cn4cc(Br)cn4)o3)c2C(N)=O)C1 (centres undefined)
 : 0.5%, 10.5%, 6.5%, i, 2.0%, 21.3%, -8.6, -1.7%, -5.7%
> CC(=O)Nc1ccc(NC(=O)c2ccc(C3SCC(=O)N3CCc3ccccc3)cc2)cc1 (centres undefined)
 : 0.4%, ?, -7.4%, i, -6.5%, 1.4%, -2.8, -9.5%, -2.4%
> CCCCC(=O)NC(c1ccc(Cl)cc1Cl)c1ccc2cccnc2c1O (centres undefined)
 : 3.3%, ?, -60.4%, i, 0.3%, ?, -4.1, -1.2%, -27.0%
> CCOc1ccccc1C(c1c(O)nc(SC)[nH]c1=O)c1c(O)nc(SC)[nH]c1=O
 : 8.5%, 15.8%, -7.5%, i, nt, 9.2%, 0.4, 1.0%, -20.0%
> O=C(CS(=O)(=O)c1ccccc1)Nc1nccs1
 : -0.2%, -11.7%, -5.0%, i, 3.3%, -1.6%, -1.6, -6.6%, -39.3%[inhibitor]
> O=c1[nH]c2ccccc2n1Cc1ccccc1
 : -0.3%, -4.5%, -4.8%, i, -2.1%, 2.6%, -1.8, 0.1%, 5.1%
> CCC(=O)N(CC(=O)Nc1sc(C)c(C)c1C(N)=O)Cc1ccc(F)cc1
 : 0.5%, -19.2%, -3.6%, i, -6.6%, -19.5%, -0.7, 0.6%, -14.1%
> CCOc1ccc(Br)cc1S(=O)(=O)Nc1ccc(C(=O)OC(C)C(=O)N(C)c2ccccc2)cc1 (centres undefined)
 : 0.0%, ?, -17.5%, i, -4.5%, -10.7%, -1.4, -14.8%, 15.7%
> CCCCN(C(=O)Cc1ccc(S(=O)(=O)N2CCOCC2)s1)c1c(N)n(CC(C)C)c(=O)[nH]c1=O
 : 0.0%, 0.6%, -1.2%, i, 1.6%, 4.4%, -3.0, 7.2%, -2.0%
> COc1ccc(NC(=S)N2CCC(NC(=O)c3cccc(F)c3)CC2)cc1
 : 2.7%, -3.6%, 0.1%, i, 0.6%, -0.4%, -2.0, 5.6%, -5.4%
> O=C(NCc1ccccn1)c1cccc(NS(=O)(=O)c2ccc(Br)cc2)c1
 : 0.4%, -9.7%, -11.8%, i, -1.0%, 1.1%, 1.2, -5.0%, -3.5%
> Cc1ccc(S(=O)(=O)N2CN(CC3CCCO3)c3nc4ccccc4nc32)cc1 (centres undefined)
 : 0.1%, -9.4%, -17.7%, i, 0.5%, -1.2%, 2.0, -7.8%, 5.8%
> COc1ccc(-c2[nH][nH]c(=O)c2NC(=O)c2ccc(C)cc2)cc1
 : -1.3%, nt, 3.8%, i, nt, -19.8%, -1.0, nt, -4.5%
> Nn1c(COc2ccc(Cl)cc2)nc2ccccc2c1=O
 : 5.8%, ?, 1.5%, i, 0.7%, -11.4%, -0.8, 0.0%, -43.0%[inhibitor]
> CCCN(CCC)CCCNC(=O)CC(C(=O)N1CCc2ccccc21)n1ccnc1 (centres undefined)
 : 0.0%, nt, -1.7%, ?, 0.6%, 22.5%, 1.7, 1.8%, -7.7%
> COc1cccc(-c2cnc(C(O)c3ccccc3OC)[nH]2)c1 (centres undefined)
 : -0.5%, nt, -57.2%, nt, nt, 1.5%, -1.8, nt, -12.7%
> O=C(NCc1ccco1)C(=O)NCC1OCCN1S(=O)(=O)c1ccc(F)cc1 (centres undefined)
 : 0.4%, 21.8%, -9.5%, i, 0.6%, -0.3%, -1.2, 7.9%, 5.8%
> COc1cc2c(cc1OC)CN(C(=O)c1cc(S(=O)(=O)N3CCOCC3)ccc1C)CC2
 : 0.2%, 5.7%, -9.1%, i, 0.8%, -4.1%, -0.4, -6.7%, 7.9%
> O=C(/C=C/c1ccccc1)OCN1C(=O)c2ccccc2C1=O
 : 4.5%, -3.5%, 3.9%, i, 1.0%, 8.2%, -5.3, -4.1%, -6.0%
> CCOc1ccc(C2c3[nH]c4ccccc4c3CCN2C(=O)Cn2cncn2)cc1 (centres undefined)
 : 6.4%, -12.6%, -21.7%, i, -5.7%, ?, -1.2, 1.5%, -1.4%
> COc1cc(NC(=O)Nc2cccc(Cl)c2)c(OC)cc1NC(=O)CN1CCCCC1
 : 0.0%, ?, -45.7%, nt, 1.2%, ?, -1.7, ?, 19.7%
> N#Cc1ccc(OC(=O)Cc2ccsc2)cc1
 : -0.2%, -1.0%, 1.7%, i, 2.6%, 0.0%, -0.8, 2.7%, -1.0%
> COC(=O)c1sccc1NC(=S)N1CCCC(C)C1 (centres undefined)
 : ?, 8.0%, -3.6%, i, -2.7%, 3.4%, -0.2, -2.0%, -35.1%[inhibitor]
> O=C(NC1CC2CCCC(C1)N2C(=O)Nc1ccccc1)C1CC1 (centres undefined)
 : 0.4%, -5.3%, -28.1%, i, 2.3%, -0.4%, 0.2, -5.8%, -0.6%
> C=C(C)CN1C(=O)C2(OCCO2)c2cc(Br)ccc21
 : -0.4%, 6.0%, -4.8%, i, nt, ?, 1.4, 1.5%, 9.9%
> Cc1cc(C)n2nc(C(=O)OCC(=O)c3cc(C)n(C)c3C)nc2n1
 : 0.1%, 0.5%, -1.6%, i, 1.7%, 1.7%, 0.9, -4.0%, -5.6%
> COCCOC(=O)C1=C(C)N=C2SCCC(=O)N2C1c1ccc(OC(=O)c2ccco2)cc1 (centres undefined)
 : -0.3%, -5.7%, 1.3%, i, -1.8%, ?, 2.0, 2.2%, 4.5%
> COC(=O)C1=C(C)NC(C)=C(C(=O)OC)C1C(=O)OCc1nc2cc(C(=O)OC)ccc2c(=O)[nH]1
 : 0.2%, -15.8%, 2.5%, i, 0.9%, 11.8%, -1.9, -1.0%, 3.2%
> Cc1cccc(N2CCN(C(=O)c3cccn4c(=O)c5cc(Cl)ccc5nc34)CC2C)c1 (centres undefined)
 : 5.9%, nt, 2.1%, nt, nt, -10.3%, nt, -12.3%, 21.4%
> CCOC(=O)c1c(S(=O)(=O)N2CCCC(C(=O)N3CCN(c4cc(C)ccc4C)CC3)C2)c(C)n(C)c1C (centres undefined)
 : 0.8%, nt, -9.3%, nt, nt, ?, nt, 4.1%, -9.6%
> O=C(Nc1ccc(F)c(Cl)c1)c1cc(C2CCCN(S(=O)(=O)c3cccs3)C2)on1 (centres undefined)
 : 7.8%, nt, -15.0%, nt, nt, 8.4%, 0.3, nt, -11.8%
> Cc1cccc(OCc2nnc(-c3ccc(F)cc3)o2)c1
 : 3.4%, ?, -5.9%, i, 0.7%, -7.6%, -0.3, 0.1%, 7.2%
> CCc1ccccc1N1CCN(S(=O)(=O)c2cc(OC)ccc2OC)CC1
 : -0.4%, ?, -2.8%, i, -1.2%, ?, 1.9, -8.8%, 4.7%
> COc1ccc(C2=C(N3CCN(c4cc(Cl)ccc4C)CC3)c3ccccc3C2=O)cc1
 : -0.3%, ?, -2.5%, nt, nt, -3.3%, nt, -15.5%, -2.3%
> CN(C)CCNC(=O)c1ccc(-c2cnn(C)c2)c2ccoc12
 : -0.8%, nt, -1.2%, i, nt, -8.6%, -1.6, nt, -5.2%
> Nc1ncnc2nc(SCCN3CCCCC3)[nH]c12
 : -0.2%, 7.5%, -13.4%, i, 2.0%, 4.0%, -0.1, ?, 12.0%
> COCC#Cc1cnc2c(c1)C(=O)N([C@H](C)CO)C[C@H](C)[C@@H](CN(C)S(=O)(=O)c1ccccc1)O2
 : -0.6%, nt, -2.8%, i, nt, -11.5%, 2.1, nt, 0.4%
> CCOc1ccc(C(OC(=O)c2ccco2)C(=O)NCc2ccc(C)cc2)cc1 (centres undefined)
 : 0.5%, ?, -20.7%, i, 2.2%, 10.0%, 0.8, 14.5%, -5.6%
> O=C(Nn1c(O)c(C=C2N=c3ccccc3=N2)sc1=S)c1ccc(Cl)cc1
 : 0.3%, 8.3%, 2.9%, i, -1.0%, -0.2%, 2.9, -2.4%, 0.4%
> CCOc1cc(/C=C2\N=C(C)OC2=O)cc(Br)c1OCCc1ccccc1
 : -0.4%, -10.1%, -16.0%, i, 0.7%, 7.4%, 3.1, 0.0%, -7.8%
> CC1=C(C(=O)N(C)CCC#N)C2(CCCCC2)OC1=O
 : -0.4%, 2.3%, 15.6%, i, 0.3%, 3.7%, -1.0, -0.3%, -11.2%
> O=C(CCCN1C(=O)/C(=C\c2cccs2)SC1=S)Nc1ccccc1O
 : 16.4%, nt, -40.0%, i, nt, -21.3%, -1.5, nt, -2.0%

# Source: PubChem
